DAX1 inh-1 = inhibits human nuclear receptor DAX1 | inhibition, % at 6.75 µM | hit rate 0.99% among 340,000 | AID 504766 | HEK293 Gal4-DAX1 luciferase reporter, luminescence;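 active = inhibition above the mean over all tested compounds plus 3 SD, cut at about 4.2% in these data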;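 also: 0% = DAX1-transfected cells with DMSO and 100% = empty-vector control cells with DMSO; inhibition shows as a rise in luminescence from relieved DAX1 repression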
Target sequence (P51843 207-470 limits assumed): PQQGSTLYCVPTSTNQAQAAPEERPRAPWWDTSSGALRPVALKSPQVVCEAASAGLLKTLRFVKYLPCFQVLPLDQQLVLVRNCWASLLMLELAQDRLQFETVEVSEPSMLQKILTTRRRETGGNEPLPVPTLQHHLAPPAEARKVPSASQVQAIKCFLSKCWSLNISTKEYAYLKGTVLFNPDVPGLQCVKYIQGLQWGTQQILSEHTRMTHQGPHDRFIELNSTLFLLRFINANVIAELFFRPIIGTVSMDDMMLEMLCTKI
GAA850 FXN act = increases GAA850 frataxin promoter reporter activity; HEK293 lucGAA850 FXN promoter luciferase reporter, 24 h; percent of 10 µM SAHA response; activation, % at 6 µM; hit rate 0.56% among 360,000; AID 540364;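 active = activation above the average of all compounds screened plus 3 SD, cutoff fixed separately per campaign, cut at about 7.5% in these data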;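 also: 0% = DMSO wells and 100% = 10 µM SAHA wells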
hgDAF12 agonist = agonists of H. glycines DAF-12 nuclear receptor; AID 687014; HEK293 GAL4-hgDAF12 UAS-luciferase reporter, agonist luminescence; normalized to butyrate control; hit rate 1.8% among 370,000; activation, % at 6.8 µM;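 active = activation above a cutoff set at the mean of all screened compounds plus 3 SD, cut at about 10% in these data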;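 also: 0% = DMSO wells and 100% = sodium butyrate wells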
ADAM10 inh = inhibits human ADAM10 | AID 720582 | hit rate 0.62% among 370,000 | inhibition, % at 7 µM | recombinant ADAM10, EDANS/DABCYL FRET peptide cleavage, 3 h | O14672;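 active = inhibition above a per-campaign cutoff equal to the mean of compounds falling between control-based bounds plus 3 SD, cut at about 20% in these data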;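 also: 0% = DMSO wells while the 100% control is not disclosed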
HGIII-sPLA2 inh = Inhibits HGIII-sPLA2 liposome hydrolysis, primary screen | AID 743126 | hit rate 0.56% among 370,000 | inhibition, % at 12.2 µM | Q9NZ20 | QFRET BODIPY PC-A2 liposome hydrolysis, fluorescence;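 active = inhibition above mean plus 3 SD of compounds lying within the high and low control bounds, cut at about 19% in these data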;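 also: 0% = median of test compound wells and 100% = no enzyme DMSO wells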
PLC-gamma1 inh = inhibitors of human phospholipase C gamma1; inhibition, % at 12.2 µM; purified PLC-gamma1, fluorogenic substrate, fluorescence; AID 720700; hit rate 0.84% among 370,000; P19174; in the data active = inhibition above about 9.5%
ssDAF12 agonist = activators of S. stercoralis DAF-12 nuclear receptor; HEK293 ssDAF-12/GRIP1 lit1-tk-luc reporter, luminescence; % of 3 µM dafachronic acid response; activation, % at 6.8 µM; hit rate 1% among 370,000; AID 652126;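 active = activation above the mean over all tested compounds plus 3 SD, cut at about 0.9% in these data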;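 also: 0% = DMSO-only wells and 100% = 3 µM delta7-dafachronic acid wells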
ADAM17 inh = ADAM17 inhibition, QFRET primary screen; P78536; recombinant ADAM17, EDANS/DABCYL FRET peptide cleavage; inhibition, % at 6.95 µM; hit rate 0.83% among 370,000;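 active = inhibition above the mean of compounds lying between control limits plus 3 SD, set per campaign, cut at about 8.5% in these data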;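 also: 0% = DMSO-only wells as the low control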
Target sequence (P78536 215-824 limits assumed): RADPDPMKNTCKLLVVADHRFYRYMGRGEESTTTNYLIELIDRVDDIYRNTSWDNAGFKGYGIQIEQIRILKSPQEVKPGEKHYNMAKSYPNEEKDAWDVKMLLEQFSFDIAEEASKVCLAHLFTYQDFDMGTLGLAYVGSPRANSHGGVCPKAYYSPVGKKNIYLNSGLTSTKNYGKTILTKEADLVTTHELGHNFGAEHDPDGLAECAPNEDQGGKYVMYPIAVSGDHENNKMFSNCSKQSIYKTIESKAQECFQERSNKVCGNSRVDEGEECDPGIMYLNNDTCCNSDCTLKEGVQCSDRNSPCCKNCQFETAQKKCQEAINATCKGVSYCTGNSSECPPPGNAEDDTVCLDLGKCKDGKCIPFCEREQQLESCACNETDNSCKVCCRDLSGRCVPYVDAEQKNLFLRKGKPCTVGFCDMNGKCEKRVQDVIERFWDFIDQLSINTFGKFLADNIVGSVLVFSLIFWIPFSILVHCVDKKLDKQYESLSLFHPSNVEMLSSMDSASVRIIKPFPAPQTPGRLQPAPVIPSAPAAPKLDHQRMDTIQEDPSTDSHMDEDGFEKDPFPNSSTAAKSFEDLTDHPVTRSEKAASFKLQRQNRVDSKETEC
PLC-beta3 inh = inhibitors of human phospholipase C beta3; Q01970; Purified PLC-beta3, fluorogenic substrate, fluorescence; inhibition, % at 12.2 µM; hit rate 0.18% among 370,000; AID 720704; in the data active = inhibition above about 11%;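 also: 0% = median of compound wells on plate and 100% = full blocker control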
hcDAF-12 act = activates DAF-12 receptor from parasite H. contortus; activation, % at 6.8 µM; hit rate 1.4% among 370,000; HEK293 hcDAF-12 lit1-tk-luc reporter, luminescence; 0% DMSO, 100% Δ7-dafachronic acid;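 active = activation above the mean of all tested compounds plus 3 SD, cut at about 5.5% in these data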;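 also: 100% = response to 3 µM Δ7-dafachronic acid high control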
DAX1 inh-2 = DAX1 (NR0B1) inhibition, primary screen. HEK293T StAR-luciferase reporter, SF-1/DAX-1 repression relief. inhibition, % at 6.8 µM. hit rate 1.1% among 370,000. AID 652010;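 active = inhibition above the mean over all tested compounds plus 3 SD, cut at about 3.6% in these data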;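 also: 0% = DAX-1 cells with DMSO and 100% = cells lacking DAX-1 with DMSO; higher inhibition means more luminescence from relief of DAX-1 repression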
* marks the source's active call; other numbers are inactive results; . = no result given.

| cpd | Structure | DAX1 inh-1 | GAA850 FXN act | hgDAF12 agonist | ADAM10 inh | HGIII-sPLA2 inh | PLC-gamma1 inh |
| --- | --- | --- | --- | --- | --- | --- | --- |
| 1 | CCOC(=O)N1CCN(C(=O)/C(=C/c2ccccc2OC)NC(=O)c2ccccc2)CC1 | -1.2 | 0.7 | 1.2 | -1 | 6 | 4 |
| 2 | CCN(CC(=O)Nc1c(F)cccc1F)C(=O)CCN1C(=O)C2CC=CCC2C1=O (centres undefined) | 1.3 | 0.9 | 2.0 | -7 | 4 | -1 |
| 3 | Cc1ccc(C(=O)Nc2ccc(SC(F)F)cc2)s1 | 2.5 | 5.7 | 20* | 7 | -8 | -3 |
| 4 | S=C(c1ccc2c(c1)OCO2)N1CCCCC1 | 0.7 | -0.2 | -0.7 | -5 | 6 | 3 |
| 5 | CCNC(=S)NNc1nc(N2CCOCC2)nc(N2CCOCC2)n1 | 0.2 | 2.6 | -0.3 | 2 | 6 | 0 |
| 6 | COc1ccc(C(=O)NCc2nnc(SCC(=O)N3CCC(C)CC3)o2)cc1OC | -0.5 | 3.5 | -0.7 | 2 | 10 | 6 |
| 7 | Cc1cc(C)c2c(c1)NC(=O)C2(O)CC(=O)c1cccs1 (centres undefined) | 0.4 | 1.8 | -2.4 | -3 | -3 | -3 |
| 8 | CC(OC(=O)c1ccc(CN2CCCC2=O)cc1)C(=O)Nc1ccc(Cl)cc1 (centres undefined) | 0.6 | 2.0 | 0.4 | -6 | 0 | 1 |
| 9 | CCC(C)NC(=O)CN(c1ccc(OC)cc1)S(=O)(=O)c1ccccc1 (centres undefined) | 0.3 | 1.0 | -1.8 | -3 | 6 | 0 |
| 10 | C/C(=N/NC(=O)c1ccccn1)c1ccncc1 | 2.3 | 2.4 | 14* | -3 | 4 | 1 |
| 11 | C/C(=N\NC(=O)c1ccccc1Br)c1ccc(N2CCOCC2)cc1 | 0.9 | 2.4 | 3.5 | 11 | 5 | 4 |
| 12 | CC(C)(C)OC(=O)[C@H](Cc1ccccc1)NCC(=O)OCc1ccc(C(=O)NCc2ccccc2)cc1 | . | . | -3.0 | 13 | -24 | 4 |
| 13 | Nc1nc2cc(Br)ccc2o1 | 0.3 | 4.3 | -0.6 | -2 | 2 | -1 |
| 14 | COc1ccc2oc(C(=O)OCC(=O)N(CC(C)C)c3c(N)n(Cc4ccccc4)c(=O)[nH]c3=O)c(C)c2c1 | 0.0 | -0.3 | 0.3 | -31 | 16 | -10 |
| 15 | S=C(Nc1ccccc1)N1CCCN1c1ccccc1 | -1.4 | 0.0 | -1.2 | -4 | 20* | 2 |

| cpd | ssDAF12 agonist | ADAM17 inh | PLC-beta3 inh | hcDAF-12 act | DAX1 inh-2 |
| --- | --- | --- | --- | --- | --- |
| 1 | -1.1 | -1 | 0 | -1.8 | 0.0 |
| 2 | -0.4 | -2 | -8 | 1.2 | 2.1 |
| 3 | -0.5 | 4 | -2 | 5.3 | 4.2* |
| 4 | -1.1 | -6 | 2 | -1.6 | -0.6 |
| 5 | -1.4 | 0 | 4 | -0.3 | 0.2 |
| 6 | -0.6 | 6 | 7 | -1.7 | -0.2 |
| 7 | -0.3 | -6 | 0 | -1.5 | -0.5 |
| 8 | -1.2 | 1 | -1 | -1.7 | -1.4 |
| 9 | -1.3 | -5 | -1 | -0.9 | -0.5 |
| 10 | 0.6 | -5 | -9 | 5.3 | 2.0 |
| 11 | -1.1 | -2 | -4 | -0.3 | 2.1 |
| 12 | -0.4 | 8.7* | 1 | -1.7 | -1.2 |
| 13 | -1.1 | -4 | 1 | -0.1 | -0.3 |
| 14 | -1.0 | -9 | -20 | -0.9 | 1.2 |
| 15 | -1.4 | -5 | -5 | 0.4 | -0.7 |

An excerpt from above in order of number of heavy atoms, rising.
| cpd | Structure | DAX1 inh-1 | GAA850 FXN act | hgDAF12 agonist | ADAM10 inh | HGIII-sPLA2 inh | PLC-gamma1 inh |
| --- | --- | --- | --- | --- | --- | --- | --- |
| 10 | C/C(=N/NC(=O)c1ccccn1)c1ccncc1 | 2.3 | 2.4 | 14* | -3 | 4 | 1 |
| 5 | CCNC(=S)NNc1nc(N2CCOCC2)nc(N2CCOCC2)n1 | 0.2 | 2.6 | -0.3 | 2 | 6 | 0 |
| 2 | CCN(CC(=O)Nc1c(F)cccc1F)C(=O)CCN1C(=O)C2CC=CCC2C1=O (centres undefined) | 1.3 | 0.9 | 2.0 | -7 | 4 | -1 |
| 1 | CCOC(=O)N1CCN(C(=O)/C(=C/c2ccccc2OC)NC(=O)c2ccccc2)CC1 | -1.2 | 0.7 | 1.2 | -1 | 6 | 4 |
| 12 | CC(C)(C)OC(=O)[C@H](Cc1ccccc1)NCC(=O)OCc1ccc(C(=O)NCc2ccccc2)cc1 | . | . | -3.0 | 13 | -24 | 4 |
| 14 | COc1ccc2oc(C(=O)OCC(=O)N(CC(C)C)c3c(N)n(Cc4ccccc4)c(=O)[nH]c3=O)c(C)c2c1 | 0.0 | -0.3 | 0.3 | -31 | 16 | -10 |

| cpd | ssDAF12 agonist | ADAM17 inh | PLC-beta3 inh | hcDAF-12 act | DAX1 inh-2 |
| --- | --- | --- | --- | --- | --- |
| 10 | 0.6 | -5 | -9 | 5.3 | 2.0 |
| 5 | -1.4 | 0 | 4 | -0.3 | 0.2 |
| 2 | -0.4 | -2 | -8 | 1.2 | 2.1 |
| 1 | -1.1 | -1 | 0 | -1.8 | 0.0 |
| 12 | -0.4 | 8.7* | 1 | -1.7 | -1.2 |
| 14 | -1.0 | -9 | -20 | -0.9 | 1.2 |

Other entries:
| cpd | Structure | DAX1 inh-1 | GAA850 FXN act | hgDAF12 agonist | ADAM10 inh | HGIII-sPLA2 inh | PLC-gamma1 inh |
| --- | --- | --- | --- | --- | --- | --- | --- |
| 16 | Cc1nc2ccc(S(=O)(=O)N3CCCCC3)cc2s1 | -1.1 | 1.7 | 0.7 | -7 | -1 | 1 |
| 17 | Cc1ccc(NC(=O)CN2C(=O)NC3(CCCCC3)C2=O)cc1S(=O)(=O)N1CCOCC1 | 3.5 | -0.8 | -3.0 | -10 | 0 | 4 |
| 18 | O=C(N/N=C/c1cccs1)c1cccc(NC(=O)c2ccccc2Cl)c1 | 0.2 | 1.9 | -1.1 | 0 | 0 | 5 |
| 19 | O=C(CSc1nnc(-c2cccnc2)s1)Nc1ccnc2ccccc12 | -3.5 | -5.0 | -8.3 | -2 | -5 | 0 |
| 20 | COc1cc(/C=N/NC(=O)CNC(=O)c2ccco2)ccc1O | -0.8 | -1.9 | -2.6 | -16 | -1 | -7 |
| 21 | Cc1cccc(OCCc2nnc(N)s2)c1C | 1.3 | 4.3 | 1.8 | -1 | -5 | -2 |
| 22 | Cc1ccc(-n2nc3cc(Cl)c(NC(=O)c4ccco4)cc3n2)cc1 | 2.8 | 0.5 | 4.6 | -25 | 0 | -6 |
| 23 | O=C(Nc1ccc(Cl)cc1)Nc1nnc(CSCc2ccc(Cl)cc2)s1 | -0.6 | 2.0 | 3.8 | 1 | 3 | 6 |
| 24 | Cc1nc(NCCN2CCOCC2)c2oc3ccccc3c2n1 | 0.4 | -2.6 | 2.3 | 2 | 2 | 2 |
| 25 | Cc1noc(C)c1C(=O)Nc1ccccc1N1CCCC1 | 0.0 | 0.6 | -1.5 | 3 | -6 | 1 |
| 26 | NS(=O)(=O)c1cc2c(cc1Cl)NC(C(Cl)Cl)NS2(=O)=O (centres undefined) | 0.1 | 1.6 | 2.2 | 2 | 0 | 0 |
| 27 | CC(C)CN(C(=O)CSc1nnc2c(Cl)cc(C(F)(F)F)cn12)C1CCS(=O)(=O)C1 (centres undefined) | -0.1 | 0.7 | 3.7 | -23 | 3 | -9 |
| 28 | Nc1nnc(CSCc2ccccc2)s1 | 1.9 | 0.2 | 0.0 | 4 | 11 | 1 |
| 29 | CCCn1cc(CCC(=O)Nc2ccc(Oc3cccnc3)cc2)c2ccccc21 | . | . | -0.7 | 1 | -17 | 1 |
| 30 | Cc1ccc(C(=O)NC(=S)c2c(C)cc3ccccn23)cc1 | 4.1 | 2.2 | 12* | -10 | -7 | -23 |

| cpd | ssDAF12 agonist | ADAM17 inh | PLC-beta3 inh | hcDAF-12 act | DAX1 inh-2 |
| --- | --- | --- | --- | --- | --- |
| 16 | -0.9 | -5 | -3 | -3.1 | -0.2 |
| 17 | -1.6 | -1 | -1 | 2.1 | -0.9 |
| 18 | -1.4 | 6 | 2 | -0.8 | -0.5 |
| 19 | -2.9 | -4 | -3 | -6.4 | -2.8 |
| 20 | -1.3 | -2 | -4 | -0.8 | -0.1 |
| 21 | 0.0 | -1 | 0 | -0.1 | -0.4 |
| 22 | 0.0 | -8 | -6 | 4.7 | 1.0 |
| 23 | -0.9 | 3 | 2 | 2.7 | 0.1 |
| 24 | -1.2 | -3 | 2 | -0.8 | 0.5 |
| 25 | -1.1 | 3 | -7 | -0.4 | 2.6 |
| 26 | -1.1 | -3 | 0 | 0.2 | 0.4 |
| 27 | -1.0 | -9 | -5 | -0.8 | -0.2 |
| 28 | -0.1 | -5 | 1 | 1.1 | 0.2 |
| 29 | -1.8 | 4 | -1 | 1.1 | -0.2 |
| 30 | 4.1* | -3 | -33 | 7.5* | 2.3 |

(list continues)
| cpd | Structure | DAX1 inh-1 | GAA850 FXN act | hgDAF12 agonist | ADAM10 inh | HGIII-sPLA2 inh | PLC-gamma1 inh |
| --- | --- | --- | --- | --- | --- | --- | --- |
| 31 | O=C1c2cccc3cccc(c23)C(=O)N1OS(=O)(=O)c1ccc(Cl)cc1 | 0.0 | 0.5 | -0.5 | -15 | 7 | -5 |
| 32 | Cc1sc2nc(COC(=O)c3c(F)cccc3F)[nH]c(=O)c2c1C | -0.5 | -0.1 | 3.3 | 0 | -3 | -2 |
| 33 | COc1cc2cc(C(=O)N3CCC(Cc4ccccc4)CC3)[nH]c2cc1OC | 0.2 | 2.6 | -0.7 | -5 | 1 | -6 |
| 34 | Cc1noc(C)c1S(=O)(=O)N(C)C[C@@H]1OCc2cn(nn2)CCCC(=O)N([C@@H](C)CO)C[C@H]1C | 0.9 | -1.6 | -0.1 | 0 | 5 | 12* |
| 35 | O=C1/C(=C/c2ccco2)CCC1C1CCCC1 (centres undefined) | -0.9 | -1.0 | -0.5 | -4 | 1 | 0 |
| 36 | O=C(/C=C/c1ccccc1)CC(O)(c1ccccc1)C(F)(F)C(F)F (centres undefined) | -1.8 | -4.2 | -6.3 | 18 | -2 | 7 |

| cpd | ssDAF12 agonist | ADAM17 inh | PLC-beta3 inh | hcDAF-12 act | DAX1 inh-2 |
| --- | --- | --- | --- | --- | --- |
| 31 | -0.3 | -3 | -6 | -0.3 | -0.2 |
| 32 | -0.3 | 0 | -6 | 0.4 | 0.0 |
| 33 | -1.1 | -2 | -10 | -1.1 | -0.6 |
| 34 | -1.3 | 7 | 9 | -1.6 | -0.3 |
| 35 | 0.0 | -7 | -1 | -0.2 | -0.3 |
| 36 | -2.2 | 8 | 4 | -5.0 | -2.2 |

From PubChem
